STAT1 blocker: reduces IFN-gamma driven STAT1 reporter signal; NIH 3T3 STAT1-luciferase reporter, luminescence; inhibition, % at 5.5 µM; 200,000 compounds, 0.35% hits; AID 920;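 active = inhibition above a set limit, the mean inhibition across all tested compounds plus 3 SD, cut at about 34% in these data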;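 note: 0% = IFN-gamma with DMSO and 100% = IFN-gamma with 300 µM nifuroxazide; values of inactives mirror those of a sister screen read the other way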
SRC2 TRFRET art: counter-screen for PPARgamma SRC-2 recruitment agonists: TR-FRET artefact. hits give high values. TR-FRET ratio at 8 µM. 200,000 compounds, 0.4% hits; in the data active = TR-FRET ratio above about 2000; note: inactives centre near 1500
PPARg SRC1 recr: PPARgamma-driven SRC-1 recruitment agonism; PPARgamma-SRC-1 coactivator recruitment biochemical assay; activation, % at 8 µM; 200,000 compounds, 0.41% hits; P37231; in the data active = activation above about 19%;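 note: 0% = DMSO and 100% = reference agonist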
Target sequence (P37231 whole entry, looked up): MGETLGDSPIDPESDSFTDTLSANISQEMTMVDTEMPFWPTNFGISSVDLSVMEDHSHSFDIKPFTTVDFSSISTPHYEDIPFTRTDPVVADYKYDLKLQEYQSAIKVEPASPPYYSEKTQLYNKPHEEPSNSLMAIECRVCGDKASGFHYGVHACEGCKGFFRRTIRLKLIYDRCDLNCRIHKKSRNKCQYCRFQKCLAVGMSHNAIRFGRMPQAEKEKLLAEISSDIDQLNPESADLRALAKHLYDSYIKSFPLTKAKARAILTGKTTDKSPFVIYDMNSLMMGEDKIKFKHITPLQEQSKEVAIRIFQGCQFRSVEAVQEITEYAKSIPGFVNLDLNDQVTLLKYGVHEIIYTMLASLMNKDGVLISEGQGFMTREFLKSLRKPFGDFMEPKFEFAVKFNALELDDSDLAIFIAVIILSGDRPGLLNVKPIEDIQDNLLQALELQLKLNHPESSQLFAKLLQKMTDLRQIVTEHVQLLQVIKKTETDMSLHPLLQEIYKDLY
STAT3 act: increases IL-6 driven STAT3 reporter signal. 190,000 compounds, 0.91% hits. U3A cells, IL-6 STAT3-luciferase reporter, luminescence; 100% = signal with IL-6 EC80 alone. activation (% of control), % at 5.6 µM;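 active = activation above the screen-wide mean of compound activation plus 3 SD, cut at about 130% in these data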;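 note: 0% = background luminescence of wells with medium and substrate only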
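Test system: Human STAT1-deficient U3A cells with stable STAT3-luciferase reporter | Also added: Interleukin-6, 33 ng/mL | Timing: Compound pre-incubation 1 h before IL-6, then 6 h stimulation at 37 °C | Technique: Luciferase reporter luminescence | Read-out: Percent of IL-6-only median luminescence | Benchmarks: IL-6-only wells as 100% reference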
PPARg SRC3 recr: promotes SRC-3 coactivator recruitment by human PPARgamma; 200,000 compounds, 0.26% hits; biochemical PPARgamma/SRC-3 coactivator recruitment assay; activation, % at 8 µM; AID 731; P37231; in the data active = activation above about 23%;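 note: 0% = DMSO and 100% = reference agonist; some compounds past the cut are filed as inactive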
STAT3 blocker: reduces IL-6 driven STAT3 reporter signal | U3A cells, IL-6 STAT3-luciferase reporter, luminescence; host cell line lacks STAT1 | 190,000 compounds, 0.89% hits | inhibition, % at 5.5 µM;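 active = inhibition above the mean inhibition across all screened compounds plus 3 SD, cut at about 44% in these data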;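 note: 0% = DMSO only wells and 100% = 100 µM nifuroxazide control wells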
PPARg SRC-2 ag: agonists of SRC-2 recruitment by human PPARgamma; activation, % at 8 µM; PPARgamma LBD-SRC-2 recruitment, biochemical; P37231; AID 1032; 200,000 compounds, 0.34% hits; in the data active = activation above about 22%;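 note: 0% = vehicle and 100% = reference agonist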
S1P3 antag: S1P3 (human) receptor antagonism | Q99500 | CHO S1P3 NFAT-BLA reporter, FRET fluorescence, antagonist mode | inhibition, % at 4.98 µM | 170,000 compounds, 0.27% hits;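 active = inhibition above the plate cutoff, the mean inhibition of test wells on that plate plus 3 SD, cut at about 28% in these data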;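 note: cells challenged with S1P at its EC80 of 0.8 µM; blue over green emission ratio from cleaved BLA substrate after 4 h stimulation; 0% = S1P-stimulated wells and 100% = unstimulated DMSO-only wells; some compounds past the cut are filed as inactive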
RAM inhibit: blocks the yeast RAM network; AID 868; S. cerevisiae dse1pr::URA3 reporter, 5-FOA growth OD615, 2 d; analog-sensitive cbk1-as2 kinase mutant strain; 190,000 compounds, 1.8% hits; inhibition, % at 50 µM;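 active = inhibition above a set limit, 3 SD over mean compound inhibition, cut at about 8.4% in these data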;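 note: 0% = DMSO-only wells with no growth and 100% = 10 µM 1-NA-PP1 full growth; inhibition rescues growth on 5-FOA so higher OD means more RAM inhibition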
TLR4-MyD88 BLA: inhibitors of human TLR4-MyD88 binding; O00206+Q99836; HeLa CL3-4 TLR4/MyD88 BLA complementation, FRET ratio; inhibition, % at 8.4 µM; 200,000 compounds, 0.18% hits; AID 861; in the data active = inhibition above about 25%;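 note: 0% = vehicle and 100% = reference inhibitor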
ROMK mod: human ROMK K+ channel modulation, primary screen; Tet-inducible ROMK, thallium flux fluorescence; actives lie on both sides; P48048; B-score at 10 µM; 130,000 compounds, 2% hits;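 active = signal ratio slope over the read window, or its plate-corrected B-score, at least 3 SD from the plate mean, either direction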;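 note: B-score of the F/F0 ratio slope over 7 to 12 s after thallium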
Target sequence (P48048 whole entry, looked up): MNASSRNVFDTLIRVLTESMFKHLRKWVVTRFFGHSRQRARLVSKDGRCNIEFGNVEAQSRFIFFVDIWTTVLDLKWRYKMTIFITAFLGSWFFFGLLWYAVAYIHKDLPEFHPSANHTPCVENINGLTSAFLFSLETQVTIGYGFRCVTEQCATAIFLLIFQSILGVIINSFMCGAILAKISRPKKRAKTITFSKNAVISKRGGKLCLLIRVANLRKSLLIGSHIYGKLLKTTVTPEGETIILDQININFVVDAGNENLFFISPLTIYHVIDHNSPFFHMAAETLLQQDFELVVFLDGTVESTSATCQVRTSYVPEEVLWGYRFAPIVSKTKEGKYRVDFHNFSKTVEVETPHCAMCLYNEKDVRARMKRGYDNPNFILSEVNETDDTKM
* marks the source's active call; other numbers are inactive results; / = not tested or not shown.

SMILES	STAT1 blocker	SRC2 TRFRET art	PPARg SRC1 recr	STAT3 act	PPARg SRC3 recr	STAT3 blocker	PPARg SRC-2 ag	S1P3 antag	RAM inhibit	TLR4-MyD88 BLA	ROMK mod
Cc1cc(OCC(=O)NCC(C)C)cc(C)c1Br	-2	1594	-1	93	0	14	3	/	1.3	-6	-1
Cc1cccc(N2CCN(c3nc4ccc(Cl)cc4n4cnnc34)CC2)c1C	-1	1526	5	98	2	2	17	-22	0.7	-2	0.31
COc1ccc(/C=N/n2cnnc2)cc1Oc1nc(Cl)ncc1F	-8	1448	-3	107	0	0	-4	-10	1.0	1	1.5
O=C1CC(=O)N(c2cccc(F)c2)N1	-1	1647	0	102	1	5	-1	-4	3.2	-3	-0.006
CN(C)S(=O)(=O)c1cccc(NC(=O)c2ccc(N3CCOCC3)c([N+](=O)[O-])c2)c1	-9	1377	-4	109	2	-1	1	11	3.1	11	0.5
COCCN(Cc1cc2cc3c(cc2nc1Cl)OCO3)C(=O)Nc1ccc(OC)cc1	-3	1384	0	105	-4	-2	0	5	7.4	-9	0.56
Cc1ccc(S(=O)(=O)Nc2ccccc2C(N)=O)cc1	-9	1441	0	134*	7	-37	-7	-17	1.1	5	/
COc1ccc(C2CC(C(F)(F)F)n3nc(C(=O)NCCCn4ccnc4)cc3N2)cc1OC (stereo not drawn)	15	1562	0	93	-6	13	-1	-22	0.1	1	/
Cc1ccc(S(=O)(=O)N2CCC(C(=O)N[C@@H](C)C(=O)NCc3ccco3)CC2)cc1	2	1605	8	87	3	18	1	-7	1.8	-3	1.9
C/C(=N/Nc1ccc(C)cc1)C1(C)N(O)C(C)(C)C(c2ccco2)=[N+]1[O-] (stereo not drawn)	7	1487	-5	105	-2	1	1	-10	-1.2	0	0.083

In the list so far, these have a furan ring, fused or not:
SMILES	STAT1 blocker	SRC2 TRFRET art	PPARg SRC1 recr	STAT3 act	PPARg SRC3 recr	STAT3 blocker	PPARg SRC-2 ag	S1P3 antag	RAM inhibit	TLR4-MyD88 BLA	ROMK mod
Cc1ccc(S(=O)(=O)N2CCC(C(=O)N[C@@H](C)C(=O)NCc3ccco3)CC2)cc1	2	1605	8	87	3	18	1	-7	1.8	-3	1.9
C/C(=N/Nc1ccc(C)cc1)C1(C)N(O)C(C)(C)C(c2ccco2)=[N+]1[O-] (stereo not drawn)	7	1487	-5	105	-2	1	1	-10	-1.2	0	0.083

(continued)
SMILES	STAT1 blocker	SRC2 TRFRET art	PPARg SRC1 recr	STAT3 act	PPARg SRC3 recr	STAT3 blocker	PPARg SRC-2 ag	S1P3 antag	RAM inhibit	TLR4-MyD88 BLA	ROMK mod
c1ccc(CSc2ccc(-c3cccs3)nn2)nc1	-38	1426	0	94	3	15	-2	7	-1.3	1	0.69
COc1ccc2cc(-c3cc(C(=O)O)c4ccccc4n3)ccc2c1	73*	1394	3	17	9	95*	8	/	-0.7	9	/
O=C(c1ccc(N2C(=O)C3CC=C(Cl)CC3C2=O)cc1)N1CCOCC1 (stereo not drawn)	13	1616	6	92	2	14	13	2	-0.2	17	0.046
COc1ccc(NS(=O)(=O)c2ccc(Br)s2)cc1OC	8	1435	1	84	-4	21	-6	-7	0.3	-16	-1.7
Cc1cc(C)c(S(=O)(=O)N2CCN(c3ccc([N+](=O)[O-])c(NCC4CCCO4)c3)CC2)c(C)c1 (stereo not drawn)	2	1628	11	102	4	5	3	/	5.1	-15	/
O=[N+]([O-])c1ccc(O)c(C=Nc2cccc3ncccc23)c1	-5	1572	-1	101	7	11	6	-5	-1.3	-1	1
COc1ccc(C(=O)Nc2cc(Cl)ccc2OC(=O)c2ccc(OC)cc2)cc1	4	1652	13	103	17	2	11	/	4.4	-3	/
COc1ccc(Cc2nnc(SCc3nc4ccccc4c(=O)[nH]3)o2)cc1	-6	1671	0	100	-2	3	6	7	3.9	4	/
C/C=C/C=C/C(=O)Nc1nccs1	-13	1589	-8	102	1	-3	-2	-12	1.3	5	/
N/C(=N\OC(=O)CCC1CCCC1)c1ccncc1	-12	1511	9	99	4	9	7	-6	2.4	-22	-0.2
Cc1ccc(S(=O)(=O)NNC(=O)c2ccc(O)cc2)cc1	10	1508	-1	97	1	-1	4	-13	0.6	-13	/
CCn1nc(C(=O)OCC(=O)c2ccc(F)cc2)c2ccccc2c1=O	-5	1640	4	108	4	2	-2	-14	0.4	-8	0.095
FC(F)(F)c1cccc(Cc2noc(CN3CCC(N4CCCCC4)CC3)n2)c1	3	1564	-1	101	4	2	4	-1	0.6	-9	-0.1
COc1ccccc1NC(=O)CSc1ccc2nnc(-c3ccncc3)n2n1	5	1591	-1	100	11	8	0	-18	-0.3	2	/
Clc1ccc2c(N/N=C/c3ccccc3Br)ccnc2c1	0	1693	3	81	1	22	1	0	2.6	-10	0.89
CCOC(=O)c1c2c3c(cccc3[nH]c1=O)C(=O)c1ccccc1-2	-8	1441	-1	77	3	30	1	-5	3.0	-2	-0.78
Cc1cccc(NC(=S)NC2CC3CCCC(C2)N3CC(C)C)c1 (stereo not drawn)	9	1635	4	101	3	1	4	/	-0.8	-6	-1.8
CC(C)c1cc(CNC(=O)CCc2nnc(CCCc3ccccc3)o2)on1	-12	1628	5	101	2	5	10	-5	1.1	20	-0.11
O=c1[nH]cc(NCCNc2ncc(C(F)(F)F)cc2Cl)c(=O)[nH]1	-5	1526	-3	107	2	4	1	-2	1.2	1	0.67
Cc1cccc(C(=O)N[C@H](C(=O)Nc2ccc(S(=O)(=O)NC3=NCCCCC3)cc2)C(C)C)c1	-14	1421	-4	102	-1	0	1	-9	0.6	-9	0.37
CS(=O)(=O)N(Cc1nnc(-c2cccs2)o1)c1ccc(Cl)cc1F	-2	1443	-4	101	1	3	-2	23	0.0	9	-1.5
Cc1cccnc1NC(=O)Nc1cccc2ccccc12	0	1623	0	93	5	8	2	/	2.5	-14	0.33
Cc1ccc(Sc2ccc(/C=N/O)cc2[N+](=O)[O-])cc1	2	1389	-4	101	-10	-2	2	/	4.5	-7	-0.15
Cc1ccc2cc3c(NC(=O)c4ccco4)nn(C)c3nc2c1	-6	1558	7	92	14	13	4	22	3.2	-2	/
CCC(=O)N(CCC1(C(C)C)CCOC(C)(C)C1)Cc1ccco1 (stereo not drawn)	1	1664	-5	99	2	5	4	/	0.6	14	/
Cc1nnc(NC(=O)c2csc3c2CCCC3)s1	15	1443	0	91	-1	12	-4	-6	2.6	8	0.026
COc1ccc(N(CC(=O)N2c3ccccc3CC2C)S(=O)(=O)c2c(C)noc2C)cc1 (stereo not drawn)	5	1622	4	98	8	4	10	33	4.2	1	/
O=C(NN1C(=O)C2C3C=CC(C3)C2C1=O)c1ccco1 (stereo not drawn)	-8	1513	1	101	2	0	-3	-10	2.5	6	0.033
O=C(Nc1ccccc1C(=O)NCCN1CCOCC1)c1ccco1	6	1524	0	91	6	14	7	6	0.3	13	1.4
Cc1ccc(C(c2c(C)[nH][nH]c2=O)c2c(C)[nH][nH]c2=O)cc1[N+](=O)[O-]	-3	1502	1	104	0	-8	0	-14	0.0	-4	1.3

Record cards, as listed above.
Profile of CS(=O)(=O)N(Cc1nnc(-c2cccs2)o1)c1ccc(Cl)cc1F : STAT1 blocker: -2; SRC2 TRFRET art: 1443; PPARg SRC1 recr: -4; STAT3 act: 101; PPARg SRC3 recr: 1; STAT3 blocker: 3; PPARg SRC-2 ag: -2; S1P3 antag: 23; RAM inhibit: 0.0; TLR4-MyD88 BLA: 9; ROMK mod: -1.5
Profile of O=C(Nc1ccccc1C(=O)NCCN1CCOCC1)c1ccco1 : STAT1 blocker: 6; SRC2 TRFRET art: 1524; PPARg SRC1 recr: 0; STAT3 act: 91; PPARg SRC3 recr: 6; STAT3 blocker: 14; PPARg SRC-2 ag: 7; S1P3 antag: 6; RAM inhibit: 0.3; TLR4-MyD88 BLA: 13; ROMK mod: 1.4

Remaining list, next part:
SMILES	STAT1 blocker	SRC2 TRFRET art	PPARg SRC1 recr	STAT3 act	PPARg SRC3 recr	STAT3 blocker	PPARg SRC-2 ag	S1P3 antag	RAM inhibit	TLR4-MyD88 BLA	ROMK mod
CCCOC(=O)CN1C(=O)c2ccc(C(=O)OCCC)cc2C1=O	-4	1400	0	94	2	8	5	2	1.2	-13	-0.97
CCN1CCN(C(=O)c2ccc(CS(=O)(=O)Cc3ccccc3F)o2)CC1	-2	1639	6	101	11	3	20	/	0.3	-11	0.28
Cn1c(N)c(C(=O)COC(=O)[C@@H]2CCCN2S(=O)(=O)c2ccc(Cl)cc2)c(=O)n(C)c1=O	-1	1371	-3	102	-4	-1	2	-2	-0.4	-11	-0.55
C=CCOC(=O)C(C#N)c1nc2ccccc2nc1N1CCN(Cc2ccc3c(c2)OCO3)CC1 (stereo not drawn)	1	1640	-3	109	-2	-6	4	6	2.0	8	-3.2*
O=C(CCS(=O)(=O)c1ccc(Br)cc1)N1CCN(c2ccccc2)CC1	11	1467	6	97	2	10	9	2	1.9	6	/
COCCNC(=S)N/N=C/c1ccc2c(c1)OCCO2	1	1647	-1	96	-2	8	-5	-10	-0.5	-5	-0.016
Cc1ccc(C)c(N2CCN(C(=O)CSc3ccsc3[N+](=O)[O-])CC2)c1	8	1522	0	97	1	3	-8	-2	2.8	0	/
Cc1ccccc1OCCSc1nnc(C)n1-c1ccccc1	-5	1697	2	108	1	-4	11	/	-0.8	0	-0.4
CCOC(=O)c1cc(C)sc1NC(=O)C1CCC1	4	1544	0	107	6	-5	15	17	0.0	3	-0.91
Cc1ccccc1OCC1Cc2c(nc(N)c(C#N)c2N)O1 (stereo not drawn)	-15	1720	4	98	8	14	1	/	0.1	-9	/
CN(CC(=O)Nc1ccc(F)c(F)c1F)C(=O)/C=C/c1ccc(Cl)cc1	-13	1444	-5	100	-2	0	-2	-17	2.9	17	/
CCOc1ccccc1CNC(=O)Cn1c(=O)oc2ccccc21	-5	1561	2	115	2	-13	2	/	2.9	3	/
Clc1nnc(N2CCCCC2)c2ccccc12	0	1637	4	80	1	26	-2	-11	1.8	6	-0.47
O=C(Nc1nonc1NC(=O)c1cccs1)c1cccs1	11	1542	0	66	-1	44*	1	-18	1.8	9	-1.1
COc1cc(S(=O)(=O)Nc2ccccc2C)ccc1Cl	0	1560	-4	97	0	8	6	-4	-0.6	-2	/

The order is random; overall some 5.6% were active at least once.
